STEP block: blocks human striatal-enriched tyrosine phosphatase | P54829 | recombinant STEP, OMFP fluorogenic substrate, fluorescence | 360,000 compounds, 0.25% hits | inhibition, % at 20 µM | AID 588621;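 active = inhibition at 20 µM, scaled per plate between control wells, above about 37%, limit read from the data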;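 note: 0% = DMSO with enzyme and substrate and 100% = substrate only without enzyme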
Target sequence (P54829 whole entry, looked up): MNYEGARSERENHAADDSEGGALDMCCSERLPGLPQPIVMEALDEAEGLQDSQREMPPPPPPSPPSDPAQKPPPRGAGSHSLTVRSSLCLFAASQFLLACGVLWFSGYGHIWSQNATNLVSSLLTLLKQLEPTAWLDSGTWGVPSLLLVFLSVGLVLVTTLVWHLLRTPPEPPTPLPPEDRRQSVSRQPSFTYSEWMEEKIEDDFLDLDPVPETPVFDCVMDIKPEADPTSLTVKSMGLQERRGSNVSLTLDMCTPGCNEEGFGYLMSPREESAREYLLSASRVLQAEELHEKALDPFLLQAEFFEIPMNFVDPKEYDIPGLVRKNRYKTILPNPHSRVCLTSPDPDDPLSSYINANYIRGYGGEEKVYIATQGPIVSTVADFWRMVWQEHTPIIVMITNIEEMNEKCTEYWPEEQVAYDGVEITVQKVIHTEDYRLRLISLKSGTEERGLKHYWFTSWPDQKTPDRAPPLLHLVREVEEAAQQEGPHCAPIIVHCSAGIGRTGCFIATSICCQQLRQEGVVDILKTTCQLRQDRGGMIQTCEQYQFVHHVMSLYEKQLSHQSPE
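Measure: Control-normalized % inhibition with plate pattern correction | Test system: STEP phosphatase, cell-free reaction | Medium: pH 6.0 Bis-Tris with DTT and Tween 20 | Technique: Fluorescence, 480/540 nm | Times: Reaction 20 min, ambient temperature | Doses: Single compound dose of 20 µM, 1% DMSO final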
bovine MsrA act: bovine methionine sulfoxide reductase A activation; purified bovine MsrA, absorbance read-out; activation, % at 10.6 µM; 360,000 compounds, 0.3% hits; AID 602163; in the data active = activation above about 7.5%;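 note: 0% = vehicle and 100% = reference activator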
DNMT1 inh: inhibitors of human DNMT1 | DNMT1 molecular beacon, Hinp1I cleavage, fluorescence | inhibition (reported as % activation of signal), % at 10 µM | 360,000 compounds, 0.83% hits | AID 588458; in the data active = inhibition above about 50%
Tb MetRS inh: blocks T. brucei methionyl-tRNA synthetase activity; purified T. brucei MetRS, ATP depletion, Kinase-Glo luminescence; inhibition, % at 11.9 µM; 360,000 compounds, 0.4% hits; AID 624268;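 active = inhibition above a per-plate cutoff of the control wells' mean inhibition plus 3 SD, cut at about 5.5% in these data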;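 note: 0% = DMSO wells median and 100% = median of wells with control inhibitor compound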
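Material: T. brucei methionyl-tRNA synthetase, purified; reagent: substrates ATP, L-methionine and bulk Escherichia coli tRNA; dosing: 11.9 µM single point; timing: 15 min plus 2 h at 25 °C; detection: luminescence of leftover ATP; evaluation: % inhibition; control set: DMSO-only wells as low control; replicates: singlicate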
SUMO1 PPI mod: alters human SUMO1 binding to SIM partners; P63165; SUMO1 binding to a labelled peptide, TR-FRET, 1 h; inhibition, % at 20 µM; 360,000 compounds, 0.33% hits; AID 602429; in the data active = inhibition above about 37%
Target sequence (P63165 whole entry, looked up): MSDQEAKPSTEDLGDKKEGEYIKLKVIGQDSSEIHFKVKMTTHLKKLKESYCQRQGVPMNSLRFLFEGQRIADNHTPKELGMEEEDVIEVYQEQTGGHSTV
NRP1-CendR mod: alters CendR peptide binding to human NRP-1; O14786; FAM-RPARPAR peptide binding to NRP-1, fluorescence polarization; inhibition, % at 25 µM; 360,000 compounds, 0.85% hits;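 active = inhibition or corrected inhibition above about 18%, plus a signal ratio from 0.5 to 1.5, limit read from the data, passing the limit was not always enough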; note: strong numbers were not always called active
MsrA inhibitor: inhibitors of bovine MsrA | purified bovine MsrA, absorbance read-out | inhibition, % at 15.5 µM | 360,000 compounds, 0.75% hits | AID 651718; in the data active = inhibition above about 4.5%;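 note: 0% = vehicle wells with enzyme and 100% = reference inhibitor wells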
Scp1 inh: inhibitors of human Scp-1 phosphatase; Q9GZU7; inhibition, % at 20 µM; Recombinant Scp1, phosphopeptide, malachite green phosphate absorbance; AID 493091; 340,000 compounds, 0.88% hits;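 active = inhibition above about 50% at 20 µM, limit read from the data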;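 note: plate controls were DMSO wells with enzyme for no effect and wells lacking enzyme for full effect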
Target sequence (Q9GZU7 76-261 limits assumed): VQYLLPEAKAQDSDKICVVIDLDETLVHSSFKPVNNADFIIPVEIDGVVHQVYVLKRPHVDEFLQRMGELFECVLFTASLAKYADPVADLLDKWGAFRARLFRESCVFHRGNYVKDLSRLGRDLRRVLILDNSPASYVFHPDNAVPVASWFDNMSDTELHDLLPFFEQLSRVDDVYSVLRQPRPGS
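Test system: SCP-1 phosphatase catalytic domain, residues 76-261; measured by: colorimetric phosphate reagent with accelerator and stabiliser, absorbance at 630 nm; timing: enzyme reaction 45 min at room temperature, colour 5 min, stabilisation 30 min; also added: Phosphorylated 17-residue peptide substrate; compound dosing: one concentration, 20 µM, with 1.0% DMSO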
LMPTP block: LMPTP (human) inhibition; recombinant LMPTP-A, OMFP fluorogenic substrate, fluorescence intensity; inhibition, % at 20 µM; 360,000 compounds, 0.22% hits; AID 651560;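 active = compounds that cut the enzyme signal by at least half of the control window in the single-dose screen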;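 note: plate controls were DMSO wells with enzyme plus substrate for no effect and substrate without enzyme for full effect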
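Assay system: LMPTP-A, protein tyrosine phosphatase of low molecular weight / Medium: pH 6.0 Bis-Tris buffer with DTT and Triton X-100 / Schedule: 50 min enzyme reaction at room temperature, protected from light / Measured by: endpoint fluorescence intensity from OMFP dephosphorylation / Read-out basis: % inhibition relative to no-enzyme and uninhibited control wells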
E coli Lon inh: inhibits E. coli Lon protease; P0A9M0; purified E. coli Lon protease, fluorescence polarization; inhibition, % at 7.94 µM; 360,000 compounds, 0.42% hits; AID 602123; in the data active = inhibition above about 13%, passing the limit was not always enough;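 note: 0% = enzyme with probe and DMSO and 100% = no enzyme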
An asterisk follows results filed as active; . = not tested or not shown.

Molecule	STEP block	bovine MsrA act	DNMT1 inh	Tb MetRS inh	SUMO1 PPI mod	NRP1-CendR mod	MsrA inhibitor	Scp1 inh	LMPTP block	E coli Lon inh
COC(=O)CCCn1cc(CN2CC(N3CCN(C4CCN(C)CC4)CC3)CS2(=O)=O)nn1 (centres undefined)	.	-5	.	-0.6	-28	6	1.5	.	-7.5	2
O=C(Nc1ccc(NC(=O)c2ccco2)nc1)c1cccc(F)c1	-5	-2	0	-0.5	4	-1	-0.8	-4	-1.8	-7
CCOC(=O)c1ccccc1NS(=O)(=O)c1c(C)nc2sccn2c1=O	0	-4	-4	-0.6	5	-7	1.4	-10	-0.7	-4
CCC1CSC(Nc2ccc(C(=O)/C=C/c3cccc(C)c3)cc2)=N1 (centres undefined)	-1	-1	7	-0.3	-10	-10	0.2	1	6.5	-2
COC(=O)C(C(=O)NCC1CCCO1)C1CCCC1 (centres undefined)	1	-11	1	-1.0	-1	-5	1.1	-2	-0.2	-4
O=C(NCc1cccs1)C1CCCCC1	-4	-15	8	-1.3	-1	0	1.5	-2	-4.1	-5
O=C(Cc1ccccc1)NN1C(=O)/C(=C/c2ccc(C(=O)O)cc2)SC1=S	0	-8	23	1.0	-3	-11	1.9	-7	-0.5	5
COc1ccccc1C(=O)Nc1ccnn1C1CCN(C/C=C/c2ccc(F)cc2)CC1	0	0	-4	0.2	5	0	-1.0	-4	-0.6	-7
COC(=O)c1ccccc1COc1cccn2c(N(C)C(=O)CCC3CCCC3)c(C)nc12	4	-2	-7	-0.2	4	13	-1.1	.	2.2	0
Cc1c(C(=O)Nc2ccncc2)sc2nc(-c3ccc(F)cc3)cn12	21	0	-5	-0.3	32	-21	1.6	-7	21	-8
Cc1cc(C)cc(NC(=O)C(NCCN2CCOCC2)c2ccccc2)c1 (centres undefined)	0	-2	2	-0.2	5	-20	1.3	-5	-2.0	-6
COc1cccc(NC(=O)CN(C)C(=O)CC2CCCCC2)c1	0	-1	2	0.1	-2	-2	-1.1	-7	0.9	-8
CCCN(Cc1cc2ccc(C)cc2[nH]c1=O)S(=O)(=O)c1ccccc1	2	5	-2	-0.2	2	0	0.8	-6	-0.7	-1
CC(NC(=O)Cn1cc(Br)c([N+](=O)[O-])n1)c1ccccc1 (centres undefined)	4	-4	-7	-0.5	-13	4	0.5	-16	-1.3	-6
c1ccc(-c2cn3nc(-c4ccccc4)c(-c4ccccc4)nc3n2)cc1	-5	-12	3	-2.6	-8	-20	1.9	36	-0.2	-11
COc1ccc2c(c1)nc(SCC(=O)c1ccc(Br)s1)n2C	0	-3	-4	0.2	-15	-3	-1.1	-2	2.2	-17
COc1ccc(/C=C2\CCC(C3CCCC3)C2=O)c(OC)c1 (centres undefined)	4	0	-1	-0.1	-8	4	-0.2	-13	2.0	-3
CC(=O)NCCNc1ccc([N+](=O)[O-])cn1	-1	-2	7	0.2	-4	2	0.7	-4	-2.3	2
O=C(CC(=O)Nc1cccc(F)c1)Nc1cccc(F)c1	-2	0	3	2.1	0	4	-0.4	-7	-0.1	-4
Cc1c2c(nc3nc4ccccc4n13)CC(C)(C)CC2=O	2	-5	-3	-0.2	-1	11	1.9	-10	-0.9	4
COc1ccc(C#Cc2c(-c3ccsc3)oc3ccc(N4CCOCC4)cc23)cc1	-2	0	-11	-0.3	-4	-8	0.5	-2	2.3	-6
Cc1ccc(C(=O)NC(=S)Nc2c(C)ccc3nsnc23)cc1	5	-4	-3	-0.8	-8	4	0.4	-7	0.0	-3
COc1ccc(NC(=O)CSc2nnc(-c3ccc(F)cc3)o2)cn1	-2	-3	0	-0.5	2	5	1.3	1	-0.3	1
COc1ccccc1N1CCN(/N=C/c2ccc([N+](=O)[O-])cc2)CC1	3	-2	-3	2.2	-26	-7	-0.2	4	0.2	-3
O=C(O)CC(c1cccc(C(F)(F)F)c1)N1CCS(=O)(=O)CC1 (centres undefined)	-4	-2	2	0.0	-2	4	0.1	-2	-0.4	-5
CCCn1nc(C(=O)N2CCc3ccccc32)c2ccccc2c1=O	2	-2	5	-0.3	3	0	-1.3	-8	1.0	-4
COC(=O)CNc1c(-c2ccccn2)nc2ccc(Br)cn12	1	-2	-1	-1.0	-11	-4	0.7	-1	0.3	0
COc1ccc(OC)c(C2CC(=O)Nc3cc(OC)c(OC)c(OC)c32)c1 (centres undefined)	0	-11	-1	-0.4	-1	11	0.6	6	-0.5	-8
COc1ccc(CN2C(=O)C(CC(=O)NCCc3ccccn3)CC(C(=O)N3CCOCC3)=C2C)cc1 (centres undefined)	-3	-6	2	-1.1	4	-8	1.1	.	-0.2	0
CN(c1ccccc1)S(=O)(=O)c1cccc(NC(=O)CCN2C(=O)C3CCCCC3C2=O)c1 (centres undefined)	-5	5	4	0.1	3	-12	-1.1	-9	-0.4	-2
Cc1ccccc1N(C(=O)c1csnn1)C(C(=O)NC1CCCC1)c1ccncc1 (centres undefined)	-2	-3	1	-0.5	3	2	-0.7	-7	-1.4	-9
Cc1cc(C(=O)CN2C(=O)C3CC=CCC3C2=O)c(C)n1-c1ccccc1 (centres undefined)	2	5	0	-0.5	-2	29*	-1.1	-5	0.5	0
Cc1ccc(S(=O)(=O)N2CC3(O)CN(C(=O)OC(C)C)N(C(=O)OC(C)C)CC3(OC(=O)Nc3cccs3)C2)cc1 (centres undefined)	4	1	-4	-0.1	3	2	-1.0	.	-0.2	4
CS(=O)(=O)c1ccccc1-c1nnc(NC(=O)CCS(=O)(=O)c2ccc(Cl)cc2)o1	-2	-3	3	-0.2	7	0	0.3	-2	-1.3	-6
CC1=C(C(=O)c2ccccc2)C(c2ccc(OC(F)F)cc2)NC(=S)N1 (centres undefined)	-3	-3	-8	-0.1	4	-2	2.5	-6	-0.9	-7
C/C=C1\COC(C(=O)NCCN2CCCC2)(C(F)(F)F)C=C1C=C1CCCCC1 (centres undefined)	0	-6	0	-0.4	-4	-3	-1.7	7	-0.5	-1
CC(C)=CCN1CCN(CC#Cc2ccccc2)CC1CCO (centres undefined)	0	-1	-2	-0.4	-4	-12	-1.5	-9	0.0	-2
Cc1ccccc1C(=O)Nc1ccc(N2CCN(C(=O)c3ccco3)CC2)cc1	2	-4	0	-0.8	1	-2	0.6	-3	-0.3	5
CC(Sc1nnc(COc2ccc3ccccc3c2)n1C)C(=O)O (centres undefined)	-2	0	1	1.2	-1	8	2.2	-7	-1.7	0
O=C(Nc1cccc(S(=O)(=O)N2CCCCCC2)c1)c1ccc(Cl)nc1	1	-1	1	0.1	5	-2	0.0	-4	0.1	-7
O=C(CNC(=O)Cc1cccc2ccccc12)NCc1ccccc1F	-1	-2	-2	0.0	-2	8	-0.2	-5	-0.8	0
O=C(C(=O)N1CCCN(Cc2ccc(F)cc2)CC1)c1ccccc1	.	.	.	0.0	-5	8	-0.7	.	-0.9	.

Taken from the results shown for reference:
Molecule	STEP block	bovine MsrA act	DNMT1 inh	Tb MetRS inh	SUMO1 PPI mod	NRP1-CendR mod	MsrA inhibitor	Scp1 inh	LMPTP block	E coli Lon inh
Cc1cc(C(=O)CN2C(=O)C3CC=CCC3C2=O)c(C)n1-c1ccccc1 (centres undefined)	2	5	0	-0.5	-2	29*	-1.1	-5	0.5	0
Cc1ccc(S(=O)(=O)N2CC3(O)CN(C(=O)OC(C)C)N(C(=O)OC(C)C)CC3(OC(=O)Nc3cccs3)C2)cc1 (centres undefined)	4	1	-4	-0.1	3	2	-1.0	.	-0.2	4

Look-ups from the list.
LMPTP block result of Cc1cc(C(=O)CN2C(=O)C3CC=CCC3C2=O)c(C)n1-c1ccccc1 (centres undefined) → 0.5
Tb MetRS inh result of C/C=C1\COC(C(=O)NCCN2CCCC2)(C(F)(F)F)C=C1C=C1CCCCC1 (centres undefined) → -0.4
E coli Lon inh result of COc1ccc(CN2C(=O)C(CC(=O)NCCc3ccccn3)CC(C(=O)N3CCOCC3)=C2C)cc1 (centres undefined) → 0
Scp1 inh result of COc1ccc(OC)c(C2CC(=O)Nc3cc(OC)c(OC)c(OC)c32)c1 (centres undefined) → 6
SUMO1 PPI mod result of CN(c1ccccc1)S(=O)(=O)c1cccc(NC(=O)CCN2C(=O)C3CCCCC3C2=O)c1 (centres undefined) → 3
STEP block result of Cc1ccccc1C(=O)Nc1ccc(N2CCN(C(=O)c3ccco3)CC2)cc1 → 2
